TDP1 inh: qHTS Assay for Inhibitors of Tyrosyl-DNA Phosphodiesterase (TDP1) | Tyrosyl-DNA phosphodiesterase 1 (Homo sapiens), Q9NUW8 | recombinant TDP1, AlphaScreen DNA substrate cleavage | Potency, µM (highest dose often 130 µM), inactives show at the highest dose activity change, negative = inhibition, hits mostly inhibitors | 350,000 compounds, 0.28% hits | AID 485290, 2010; further: nearly all actives have a fitted effect of over 40% in size
Target sequence (Q9NUW8 whole entry, looked up): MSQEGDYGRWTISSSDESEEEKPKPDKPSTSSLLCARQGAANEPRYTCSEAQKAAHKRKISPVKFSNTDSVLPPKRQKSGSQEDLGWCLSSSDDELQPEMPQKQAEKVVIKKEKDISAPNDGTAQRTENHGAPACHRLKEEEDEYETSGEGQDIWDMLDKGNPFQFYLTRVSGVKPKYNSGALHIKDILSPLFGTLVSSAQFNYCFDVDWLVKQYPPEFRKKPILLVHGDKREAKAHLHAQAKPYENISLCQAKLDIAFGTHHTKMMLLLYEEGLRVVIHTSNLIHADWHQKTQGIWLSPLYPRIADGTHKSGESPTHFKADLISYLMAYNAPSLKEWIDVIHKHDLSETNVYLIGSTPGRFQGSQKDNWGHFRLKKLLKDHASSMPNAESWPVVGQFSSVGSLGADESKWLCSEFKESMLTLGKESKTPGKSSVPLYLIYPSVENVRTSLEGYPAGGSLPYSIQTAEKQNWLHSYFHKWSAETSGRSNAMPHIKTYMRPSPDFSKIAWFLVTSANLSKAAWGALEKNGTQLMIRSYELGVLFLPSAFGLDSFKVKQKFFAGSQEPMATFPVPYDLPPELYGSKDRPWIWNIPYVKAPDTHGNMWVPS
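Enzyme-compound mixtures sat 15 min at room temperature, followed by a 5 min reaction with 15 nM final substrate and 10 min with AlphaScreen beads. Recombinant human Tdp1 was used at 1 nM final.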
KAT2A inh: qHTS Assay for Inhibitors of GCN5L2; 390,000 compounds, 0.21% hits; Potency, µM (top dose mostly 58.9 µM), inactives show top-dose activity change, negative = inhibition, usual class: inhibitors; GCN5L2 HAT assay, ThioGlo1 CoA-SH fluorescence; Histone acetyltransferase KAT2A (Homo sapiens), Q92830
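ThioGlo1-coupled HAT assay: 20nM GCN5L2, 70uM acetyl-CoA, 75uM H3(1-25) peptide, pH 7.5. Fluorescence read at 340/540nm at start and after 20 min at room temperature.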
TDP1 cell noCPT: qHTS for Inhibitors of human tyrosyl-DNA phosphodiesterase 1 (TDP1): qHTS in cells in absence of CPT | DT40 Tdp1-/- hTDP1 cells, no CPT, ATP luminescence, 48 h | Potency, µM (doses to about 46.2 µM), for inactives: top-dose activity change, negative = growth inhibition, most hits filed as inhibitors | 420,000 compounds, 15% hits; further: nearly all actives have a fitted effect of over 55% in size
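No-CPT arm: Tdp1-/-;hTDP1 DT40 cells (400/well) plus compounds, incubated ≥48 hr at 37 °C. Readout CellTiter-Glo luminescence.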
* = called active by the depositor; & = joins results of further samples; [ ] = dose if it differs, or a comment. The call rests on the fitted dose curve; in most records, active means well fitted curve in the direction sought with a large enough effect; inconclusive means small, poorly fitted or top-dose-only effect, or another doubt; inactive means no such curve, though single readings can be large; an effect the other way counts as inactive or inconclusive. On the % scale 0 is the no-effect control and ±100 the full control effect; potency means the concentration at half of the fitted maximal effect. Only part of the results is shown; count on the stated rates, not on these rows.

What do the screens show for `N#CC1=C(N)OC2=C(CCc3ccccc32)C1c1ccccc1Cl` (centres undefined)?
TDP1 inh: 7.9%; KAT2A inh: -10.9%; TDP1 cell noCPT: 4.61µM*

What do the screens show for `COc1cc2c(C(=O)c3ccccc3)c3c4c(cc(OC)c(OC)c4c2cc1OC)CCN3C`?
TDP1 inh: 19.1%[56.1 µM]; KAT2A inh: -24.5%; TDP1 cell noCPT: inconclusive

What do the screens show for `CC(=O)Nc1ccccc1Sc1ccc2c3c(cccc13)C(=O)N(c1ccc(C)cc1)C2=O`?
TDP1 inh: -1.1%; KAT2A inh: -4.5%; TDP1 cell noCPT: 16.4µM*

What do the screens show for `COc1ccc(-c2ccc(=O)n(Cc3ccccc3)n2)cc1`?
KAT2A inh: -16.4%; TDP1 cell noCPT: inconclusive

Results for CCOc1ccc(OCC)c(NC(=O)CCc2c(C)nc3c(c2C)c(=O)n(C)c(=O)n3C)c1 ?
TDP1 inh: 1.2%; KAT2A inh: 2.8%; TDP1 cell noCPT: inconclusive

What do the screens show for `Cc1ccc(NC2CCCN(C(=O)CSc3ccncc3)C2)cc1C` (centres undefined)?
TDP1 inh: 6.9%; KAT2A inh: -1.3%; TDP1 cell noCPT: inconclusive

How did Cc1ccccc1C(=O)Nc1nnc2n1CCS2 do in these assays?
TDP1 inh: 3.3%; KAT2A inh: 4.5%; TDP1 cell noCPT: 4.6%

Results for COC(=O)Nc1nnc(-c2ccncc2)s1 ?
TDP1 inh: 1.1%; KAT2A inh: -15.0%; TDP1 cell noCPT: -28.8%

What do the screens show for `CS(=O)(=O)N1CCN(c2ccccc2NC(=O)c2ccco2)CC1`?
TDP1 inh: 3.9%; KAT2A inh: 3.5%; TDP1 cell noCPT: -5.8%

How did CCN1C(=O)/C(=C/N(C)c2ccccc2)OC1=S do in these assays?
TDP1 inh: -2.6%; KAT2A inh: -10.8%; TDP1 cell noCPT: inconclusive

The last 5 compounds of the section before come first, to join the parts.
What do the screens show for `Cc1ccc(NC2CCCN(C(=O)CSc3ccncc3)C2)cc1C` (centres undefined)?
TDP1 inh: 6.9%; KAT2A inh: -1.3%; TDP1 cell noCPT: inconclusive

How did Cc1ccccc1C(=O)Nc1nnc2n1CCS2 do in these assays?
TDP1 inh: 3.3%; KAT2A inh: 4.5%; TDP1 cell noCPT: 4.6%

Results for COC(=O)Nc1nnc(-c2ccncc2)s1 ?
TDP1 inh: 1.1%; KAT2A inh: -15.0%; TDP1 cell noCPT: -28.8%

What do the screens show for `CS(=O)(=O)N1CCN(c2ccccc2NC(=O)c2ccco2)CC1`?
TDP1 inh: 3.9%; KAT2A inh: 3.5%; TDP1 cell noCPT: -5.8%

How did CCN1C(=O)/C(=C/N(C)c2ccccc2)OC1=S do in these assays?
TDP1 inh: -2.6%; KAT2A inh: -10.8%; TDP1 cell noCPT: inconclusive

What do the screens show for `COc1ccc(NC(=O)c2onc(C)c2Cl)cc1OC`?
TDP1 inh: 2.9%; KAT2A inh: -2.4%; TDP1 cell noCPT: -5.2%

Results for O=C(Nc1cc(SCCO)cc([N+](=O)[O-])c1)c1ccc(Br)o1 ?
TDP1 inh: 7.7%; KAT2A inh: -3.0%; TDP1 cell noCPT: 20.6µM*

What do the screens show for `O=C(Nc1cccc(C(=O)OCc2cc(=O)n3nc(C4CC4)sc3n2)c1)c1ccc(F)cc1`?
TDP1 inh: -1.2%; KAT2A inh: -0.2%; TDP1 cell noCPT: 0.1%

Results for O=C(c1ccccc1)c1ccc(N2CCOCC2)c(NC(=O)c2ccco2)c1 ?
TDP1 inh: 5.0%; KAT2A inh: -2.9%; TDP1 cell noCPT: 20.6µM*

Results for O=C(COC(=O)c1ccc[nH]c1=O)c1ccc(Cl)s1 ?
TDP1 inh: 4.2%; KAT2A inh: -6.2%; TDP1 cell noCPT: 6.5%

How did Cc1ccc(S(=O)(=O)Nc2cc(C)cn(Cc3ccccc3)c2=O)cc1 do in these assays?
KAT2A inh: -6.3%; TDP1 cell noCPT: 16.4µM*

How did Cc1c(C(=O)Nc2ccc(C(=O)O)cc2)cnn1C do in these assays?
TDP1 inh: 2.0%; KAT2A inh: -9.7%; TDP1 cell noCPT: 0.4%

Results for O=C1COc2ccc(C(=O)CCl)cc2N1 ?
TDP1 inh: 0.0%; KAT2A inh: -3.8%; TDP1 cell noCPT: 1.64µM*

What do the screens show for `CC(=O)NC1C(Oc2ccccc2C)OC(CO)C(O)C1O` (centres undefined)?
TDP1 inh: 0.0%; KAT2A inh: 0.5%; TDP1 cell noCPT: 18.4%

What do the screens show for `Cc1ccccc1NC(=O)C(C)OC(=O)CNS(=O)(=O)c1ccc(C#N)cc1` (centres undefined)?
TDP1 inh: 4.5%; KAT2A inh: -1.6%; TDP1 cell noCPT: -4.1%

How did Cc1ccc(OCC(=O)Nc2ccc(NC(=O)c3ccccc3)cc2)cc1C do in these assays?
KAT2A inh: -2.0%; TDP1 cell noCPT: -23.1%

What do the screens show for `CN(C(=O)CSc1nc2ccccc2c(=O)n1C)C1CCS(=O)(=O)C1` (centres undefined)?
TDP1 inh: 1.1%; KAT2A inh: 0.4%; TDP1 cell noCPT: inconclusive

How did COc1cccc(NC(=O)CCS(=O)(=O)c2ccc3c(c2)oc(=O)n3C)c1 do in these assays?
TDP1 inh: 0.5%&4.2%; KAT2A inh: inconclusive; TDP1 cell noCPT: -25.0%&1.0%

How did Cc1ccc(NS(=O)(=O)c2c(C)nc3sccn3c2=O)c(Cl)c1 do in these assays?
TDP1 inh: 2.5%; KAT2A inh: -5.1%; TDP1 cell noCPT: inconclusive

What do the screens show for `CCOc1cc([N+](=O)[O-])cc2c1C(=O)Nc1ccccc1O2`?
TDP1 inh: -2.6%; KAT2A inh: -4.6%; TDP1 cell noCPT: inconclusive

What do the screens show for `COc1ccccc1C(=O)NNC(=O)c1ccccc1Br`?
KAT2A inh: -7.1%; TDP1 cell noCPT: 8.3%

Results for Nc1ccc(C(=O)N/N=C\C=C\c2ccc([N+](=O)[O-])cc2)cc1 ?
TDP1 inh: 0.0%; KAT2A inh: 0.3%; TDP1 cell noCPT: -3.8%

Results for CC(=O)c1ccc(OCC(=O)Nc2ccc3nc(C)sc3c2)cc1 ?
TDP1 inh: -1.8%; KAT2A inh: -5.2%; TDP1 cell noCPT: -7.6%

What do the screens show for `NS(=O)(=O)c1cccnc1Nc1c(Cl)cccc1Cl`?
TDP1 inh: -1.6%; KAT2A inh: -4.8%; TDP1 cell noCPT: -28.1%

What do the screens show for `Cc1c(C(=O)Nc2ccc(Cl)cc2)c2ccccn2c1C(=O)c1ccc(F)cc1`?
TDP1 inh: -0.7%; KAT2A inh: -3.2%[0.501 µM]; TDP1 cell noCPT: -21.6%

Results for Cc1nn(-c2ccccc2)c(C)c1P(=O)(c1ccccc1)N(C)C (centres undefined) ?
TDP1 inh: 2.0%; KAT2A inh: -0.7%; TDP1 cell noCPT: 1.3%

Results for Cc1ccccc1CS(=O)(=O)Cc1ccc(C(=O)NCc2ccccn2)o1 ?
TDP1 inh: 9.3%; KAT2A inh: -0.2%; TDP1 cell noCPT: -15.0%

What do the screens show for `Cc1cc(C)cc(NC(=O)NCc2c(-n3cccc3)sc3c2CCCC3)c1`?
TDP1 inh: 14.3%; KAT2A inh: -5.3%; TDP1 cell noCPT: -20.8%

How did O=C(OCn1nnc2ccccc2c1=O)c1cccs1 do in these assays?
TDP1 inh: -2.6%; KAT2A inh: -6.8%; TDP1 cell noCPT: -22.4%

How did Cc1ccc(C)c2sc(NC(=O)c3ccc(S(=O)(=O)N4CCCC4)cc3)nc12 do in these assays?
TDP1 inh: 2.7%; KAT2A inh: -18.4%; TDP1 cell noCPT: 29.1µM*

Results for O=C(COc1ccc(S(=O)(=O)NC2CCCCC2)cc1)NCc1cccnc1 ?
TDP1 inh: 4.1%; TDP1 cell noCPT: 1.5%

What do the screens show for `Cc1nn(Cc2ccc(Br)cc2)c(C)c1NC(=O)c1nn(C)cc1Cl`?
TDP1 inh: 4.4%; KAT2A inh: -4.4%; TDP1 cell noCPT: 18.4µM*

Results for CCOC(=O)N1N=C(C)CC1(O)c1ccccc1 (centres undefined) ?
TDP1 inh: -2.7%; KAT2A inh: -4.8%; TDP1 cell noCPT: -29.5%

Results for COc1ccc(C(=O)NCc2nnc(SCC(=O)N3CCc4ccccc43)n2Cc2ccccc2)cc1 ?
TDP1 inh: 0.0%; KAT2A inh: -1.5%; TDP1 cell noCPT: inconclusive

How did Cc1c(N2C(=O)CS/C2=N\N=C\c2ccc(Br)cc2)c(=O)n(-c2ccccc2)n1C do in these assays?
TDP1 inh: 5.9%; KAT2A inh: 1.58µM*; TDP1 cell noCPT: 0.7%

How did Cc1cc2cc(CN(Cc3ccco3)C(=S)NCC3CCCO3)c(=O)[nH]c2cc1C (centres undefined) do in these assays?
TDP1 inh: 5.4%; KAT2A inh: -0.7%; TDP1 cell noCPT: 20.6µM*

What do the screens show for `COC(=O)c1ccc(/C=N/NC(=O)CC(=O)NC(C)C)cc1`?
TDP1 inh: 3.1%; KAT2A inh: -4.8%; TDP1 cell noCPT: 0.6%

Results for COc1ccc(-c2[nH]nc3oc(=O)cc(C)c23)cc1 ?
TDP1 inh: 0.0%; TDP1 cell noCPT: -4.6%

What do the screens show for `CCOC(=O)c1c(-n2c(C)cc(C=O)c2C)sc2c1CCCC2`?
TDP1 inh: 7.8%; KAT2A inh: 5.1%; TDP1 cell noCPT: inconclusive

Results for O=C(NNC1OC(CO)C(O)C(O)C1O)c1cccc(Br)c1 (centres undefined) ?
TDP1 inh: 2.6%; KAT2A inh: -0.2%; TDP1 cell noCPT: 13.4%

Results for O=C(c1ccncc1)N1CCC2(CCCN(Cc3nccs3)C2)CC1 ?
KAT2A inh: 6.8%; TDP1 cell noCPT: -2.2%

What do the screens show for `CCOc1ccccc1-n1nnc(-c2nsc(NC(=O)c3ccc(C)cc3)n2)c1C`?
TDP1 inh: 5.3%; KAT2A inh: -7.2%; TDP1 cell noCPT: inconclusive

How did CC(C)C(=O)Nc1cc(S(=O)(=O)Nc2cccc(Cl)c2)ccc1Cl do in these assays?
TDP1 inh: 0.0%; KAT2A inh: -2.4%; TDP1 cell noCPT: inconclusive

What do the screens show for `CCCNc1c(NS(=O)(=O)c2ccc3c(c2)CCCC3)c(=O)oc2ccccc12`?
TDP1 inh: -2.9%; KAT2A inh: -17.8%; TDP1 cell noCPT: inconclusive

How did Cc1c(Cc2ccccc2)c(=O)oc2cc(OCc3nn[nH]n3)ccc12 do in these assays?
TDP1 inh: 7.8%; KAT2A inh: -7.8%; TDP1 cell noCPT: -4.9%

How did CCOc1cc(NC(=O)c2ccco2)c(OCC)cc1NC(=O)CCc1ccc(OC)cc1 do in these assays?
TDP1 inh: -4.2%; KAT2A inh: -2.4%

What do the screens show for `COc1cccc(/C=C/C(=O)N(C)CC(=O)Nc2ccc(Cl)c(C(F)(F)F)c2)c1`?
KAT2A inh: -8.3%; TDP1 cell noCPT: inconclusive

Results for COc1ccccc1C(=O)NCCNc1nc2cc(C)cc(C)c2cc1C#N ?
KAT2A inh: -12.3%; TDP1 cell noCPT: 18.4µM*

What do the screens show for `COc1ccc(S(=O)(=O)c2c(Nc3ccc(F)cc3)sc(C(=O)c3ccc4c(c3)OCO4)c2N)cc1`?
TDP1 inh: 4.1%; KAT2A inh: 0.0%; TDP1 cell noCPT: -9.9%

How did COc1ccccc1OCCNC(=O)C(CCSC)NC(=O)c1ccccc1Cl (centres undefined) do in these assays?
TDP1 inh: 6.2%; KAT2A inh: -15.3%; TDP1 cell noCPT: -28.5%

How did CCCC(=O)Nc1ccccc1-c1nnc(SCC)[nH]c1=O do in these assays?
KAT2A inh: -2.3%; TDP1 cell noCPT: 12.1%

What do the screens show for `CCCCn1c(=O)c2oc3ccccc3c2n(Cc2ccc(OC)cc2)c1=O`?
TDP1 inh: 2.6%; KAT2A inh: -5.8%; TDP1 cell noCPT: inconclusive

Results for CC(C)COc1ccc(C2NC(=O)NC2=O)cc1 (centres undefined) ?
TDP1 inh: -1.1%; KAT2A inh: 8.9%; TDP1 cell noCPT: -8.1%

How did Cc1cc(N2CCN(c3ccccn3)CC2)n2c(nc3ccccc32)c1C#N do in these assays?
TDP1 inh: -5.8%; KAT2A inh: -1.5%; TDP1 cell noCPT: 18.4µM*

Results for CCOC(=O)c1cc(=O)n(-c2ccc(Cl)cc2C)[nH]1 ?
TDP1 inh: -3.4%; KAT2A inh: -0.9%; TDP1 cell noCPT: -2.0%

What do the screens show for `COc1ccc(N(C(=O)c2cc3ccccc3oc2=O)C2C=CS(=O)(=O)C2)cc1` (centres undefined)?
TDP1 inh: 3.6%; KAT2A inh: -11.5%; TDP1 cell noCPT: 1.4%

Results for O=C(C1CCN(C2CC(=O)N(c3cccc(Cl)c3)C2=O)CC1)N1CCCCCC1 (centres undefined) ?
TDP1 inh: -1.1%; KAT2A inh: -10.9%; TDP1 cell noCPT: -26.0%
